Assay outcomes (PubChem BioAssay)
HTR5A inv ag = inverse agonist of human HTR5A in OPRM1-OPRD1 counter-screen; HTR5A cell line, luminescence, inverse agonism; inhibition, % at 9.3 µM; 340,000 tested, 0.083% active; P47898; in the data active = inhibition mostly above about 23%, no sharp cut-off; inactive = mostly below about 18%;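 note: 0% = cells with DMSO and 100% = no-cell wells with DMSO; some compounds called inactive have numbers as strong as hits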
Target sequence (P47898 whole entry, looked up): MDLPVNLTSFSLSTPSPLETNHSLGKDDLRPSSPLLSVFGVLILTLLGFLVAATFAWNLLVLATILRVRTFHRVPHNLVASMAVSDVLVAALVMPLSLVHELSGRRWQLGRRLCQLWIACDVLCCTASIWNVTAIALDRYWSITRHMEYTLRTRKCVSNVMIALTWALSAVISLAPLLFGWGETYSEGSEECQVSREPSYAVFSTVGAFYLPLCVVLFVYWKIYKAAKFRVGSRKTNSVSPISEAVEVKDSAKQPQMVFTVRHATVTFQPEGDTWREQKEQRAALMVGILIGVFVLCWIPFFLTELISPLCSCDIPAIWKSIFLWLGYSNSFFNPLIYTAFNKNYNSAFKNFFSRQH
AddAB inh = less growth of phage-infected E. coli with AddAB; E. coli expressing H. pylori AddAB, absorbance growth; 330,000 tested, 0.29% active; inhibition, % at 11.9 µM; in the data active = inhibition above about 12%;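 note: 0% = vehicle wells of infected cells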
OPRM1-OPRD1 inv = inverse agonists of human mu-delta opioid receptor heterodimerization; cell-based MOR-DOR heterodimer luminescence, inverse agonism; inhibition, % at 9.3 µM; AID 504357; P35372+P41143; 340,000 tested, 0.21% active; in the data active = inhibition above about 22%, passing the limit was not always enough;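 note: 0% = cells with DMSO and 100% = wells without cells with DMSO; values of inactives mirror those of a sister screen read the other way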
PfHsp90 yeast 2 = reduces growth (ATP signal) of yeast expressing P. falciparum Hsp90. 310,000 tested, 0.32% active. S. cerevisiae expressing PfHsp90, BacTiter-Glo ATP, 48 h; yeast lacking PDR1 and PDR3 efflux regulators. inhibition, % at 9.4 µM. AID 504621;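 active = every replicate shows inhibition above about 80%, whatever the replicate mean, limit read from the data; inconclusive = mean inhibition reaches the set limit but some replicate falls short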;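 note: 0% = DMSO neutral controls and 100% = 20 µM radicicol positive controls; yeast relying on Plasmodium falciparum Hsp90 in place of its own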
SUMO Mot1 rescue = blocks SUMOylation pathway, rescuing yeast Mot1-301 growth; growth rescue, % at 18.8 µM; S. cerevisiae Mot1-301 growth rescue, ATP luminescence, 38.5C; percent above DMSO median, 100 means doubled; 320,000 tested, 1% active; AID 2716;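 active = every valid replicate shows activation above 250% relative to neutral control wells; inactive = the rest, any valid replicate at or below 250%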;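 note: OY570 slx delta 5 strain wells were the positive control but not used for scaling; some compounds called inactive have numbers as strong as hits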
MOR-DOR ag = agonists of human mu-delta opioid receptor heterodimerization | P35372+P41143 | activation, % at 9.3 µM | 340,000 tested, 0.3% active | AID 504326 | cells, OPRM1-OPRD1 heterodimerization, luminescence; in the data active = activation above about 18%;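 note: 0% = vehicle-treated cells and 100% = reference agonist; values of inactives mirror those of a sister screen read the other way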
PKA-R2B activ = PKA-R2B complex activation; activation, % at 11.4 µM; P22694+P31323; 340,000 tested, 0.079% active; AID 504700; PKA-R2B holoenzyme dissociation, Cy5-IP20 fluorescence polarization; R2B truncated from residue 108, S112A mutant; 0% DMSO only, 100% 113 µM cGMP;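 active = activation above a cutoff set at the mean over all compounds plus 3 SD, cut at about 18% in these data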;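 note: higher means more holoenzyme dissociation and a rise in polarization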
Target sequence (P31323 whole entry, looked up, other chains not shown, the tested form may be a part): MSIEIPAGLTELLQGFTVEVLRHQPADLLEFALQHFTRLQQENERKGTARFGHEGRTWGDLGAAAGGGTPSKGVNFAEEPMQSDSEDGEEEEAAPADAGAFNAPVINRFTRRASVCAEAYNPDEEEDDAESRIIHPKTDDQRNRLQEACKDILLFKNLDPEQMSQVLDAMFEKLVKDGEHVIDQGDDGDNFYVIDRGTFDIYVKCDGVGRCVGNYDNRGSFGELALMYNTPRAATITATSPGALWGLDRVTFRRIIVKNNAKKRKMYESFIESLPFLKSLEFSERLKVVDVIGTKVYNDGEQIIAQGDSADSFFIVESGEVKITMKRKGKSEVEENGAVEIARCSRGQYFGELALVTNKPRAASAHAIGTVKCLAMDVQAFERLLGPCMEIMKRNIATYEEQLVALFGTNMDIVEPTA
Ecoli viability = counter-screen for AddAB inhibitors: E. coli growth inhibition | 330,000 tested, 0.27% active | AID 449728 | inhibition, % at 11.9 µM | E. coli V3065 growth, OD600 absorbance, 18 h;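 active = inhibition above the campaign's mean inhibition across all tested compounds plus 3 SD, cut at about 9.9% in these data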;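 note: uninfected addAB+ strain grown without phage in ampicillin broth; 0% = DMSO wells and 100% = ciprofloxacin 0.95 µg/ml wells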
phage Ecoli inh = E. coli growth loss with phage present; growth absorbance; inhibition, % at 11.9 µM; 360,000 tested, 0.26% active; AID 651602; in the data active = inhibition above about 11%
Tat transport = E. coli Tat transport inhibition; 340,000 tested, 0.036% active; E. coli MC4100 TorA-mCherry Tat export, fluorescence; inhibition, % at 10 µM; AID 488895;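 active = mean replicate inhibition at least 50% and at least half of replicates individually reaching 50%; inconclusive = only one of the two criteria met; inactive = neither criterion met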;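 note: exported cargo escapes ClpAP degradation while cytoplasmic cargo is degraded and loses fluorescence; 0% = median of neutral control wells and 100% = median of NaSCN control wells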
PKA-R1A act = activators of PKA-R1A complex | P00514+P68181 | activation, % at 11.4 µM | PKA-R1A dissociation, Cy5-IP20 fluorescence polarization; scaled: DMSO 0%, 113 µM cGMP 100% | 340,000 tested, 0.083% active;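 active = percent activation above the mean of all tested compounds plus 3 SD, cut at about 19% in these data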;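 note: higher means more PKAc released from R1A so a rise in polarization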
The depositor's hits bear a star; ? = inconclusive; nt = no result given.

SMILES | HTR5A inv ag | AddAB inh | OPRM1-OPRD1 inv | PfHsp90 yeast 2 | SUMO Mot1 rescue | MOR-DOR ag | PKA-R2B activ | Ecoli viability | phage Ecoli inh | Tat transport | PKA-R1A act
COc1ccc(-c2csc3ncnc(N4CCN(CCO)CC4)c23)cc1 | 2 | -1.2 | 18 | 15 | 2 | -3.6 | 7 | -0.7 | -2.1 | -6 | -10
Nc1oc2ccccc2c1C(=O)Cc1ccccc1O[C@@H]1O[C@H](CO)[C@@H](O)[C@H](O)[C@H]1O | -6 | 3.7 | 6 | 11 | -8 | -1.1 | -5 | 0.7 | 1.6 | -9 | -7
CCN(CC)c1ccc(CNC(=O)C/C(C)=N/NC(=O)COc2ccc(C)cc2Br)cc1 | 2 | 1.8 | -13 | -29 | -14 | 1.9 | 10 | -1.7 | -0.9 | 7 | 2
O=C(CCCc1ccccc1)c1ccc2c(c1)OCCO2 | -1 | 0.9 | -45 | -13 | -11 | 7.7 | -8 | -0.4 | 2.8 | -1 | 6
CC(C)(C)OC(=O)C[C@@H]1C/C=C\C[C@H](CC(=O)N[C@H](CO)Cc2ccccc2)C(=O)N[C@@H](Cc2c[nH]c3ccccc23)COC1=O | 11 | -1.9 | -6 | -34 | 0 | 1.1 | -8 | -2.5 | 0.0 | -2 | -6
CC(=O)Nc1ccc(S(=O)(=O)N(C)CC(=O)OC(C)C(=O)N(C)Cc2ccccc2)cc1 (stereo unspecified) | 7 | 0.9 | 0 | -8 | 382 | -0.1 | -12 | -2.1 | 1.5 | 3 | -7
COc1cccc(N2CCN(c3ncnc4c3[nH]c3ccc(F)cc34)CC2C)c1 (stereo unspecified) | -25 | 2.9 | -256 | ? | 79 | 43* | -9 | 4.4 | 5.8 | 0 | -5
COc1cccc(C2c3[nH]c4ccccc4c3CCN2Cc2cccn2-c2ncccn2)c1 (stereo unspecified) | -7 | 3.0 | -15 | 22 | 5 | 2.1 | -9 | 0.9 | 2.8 | -1 | -8
O=C(Cc1ccc(Cl)cc1)Nc1ccccn1 | 6 | -0.8 | 10 | -10 | 62 | -2.0 | 3 | -0.1 | 1.4 | -2 | 8
CCOc1ccc(NCc2cccn2-c2nnc(N3CCC(C(=O)NCCCN4CC(C)CC(C)C4)CC3)s2)cc1 (stereo unspecified) | 8 | -1.2 | 2 | 4 | -15 | -0.4 | -4 | -2.5 | 1.6 | 0 | 4
CC1(C)CN(c2cccc(C#N)c2)C1=O | -3 | 0.8 | 15 | 0 | -16 | -2.6 | 5 | -0.1 | 4.9 | -10 | -9
CC1C(c2ccccc2)N(C)C(c2ccccc2)CC1(O)c1ccc(F)cc1 (stereo unspecified) | 0 | 1.7 | -46 | -5 | 43 | 8.9 | 3 | 1.1 | 6.5 | -7 | 11
CN1CCN(CCNC(=O)c2cc3c(=O)n(C)c4ccccc4c3n2C)CC1 | -21 | 3.8 | 12 | nt | 6 | -2.2 | -9 | 0.7 | 2.4 | -2 | -5
Fc1nc(N2CCCC2)c(F)c(Oc2ccccc2Oc2c(F)c(F)nc(N3CCCC3)c2F)c1F | -4 | -0.7 | 11 | nt | 101 | -1.9 | 5 | -1.0 | 0.8 | -3 | 4
Cn1c(SCC(=O)c2ccc(F)cc2)nnc1-c1cnccn1 | -9 | 1.1 | 5 | 13 | -1 | -1.1 | -10 | -2.4 | 1.7 | -3 | 3
CS/C(N)=N/N=C/c1cc(C)ccc1O | -18 | 3.9 | 7 | -7 | nt | -1.4 | -12 | 1.6 | 0.6 | 1 | -9
COc1ccc(CC(=O)N2CCN=C2SC)cc1OC | -14 | 0.4 | 13 | 10 | 2 | -2.8 | -5 | 1.4 | 2.3 | -1 | -10
Cc1cccc(C)c1NC(=O)Cn1cnc2c(=O)n(C)c(=O)n(C)c21 | nt | -2.6 | nt | -18 | 0 | nt | 2 | -2.7 | 1.8 | 0 | 3
COc1ccc(-c2noc(CCCC(=O)Nc3ccc(C(N)=O)cc3)n2)cc1 | -31 | 1.3 | -4 | 17 | -1 | 0.8 | 4 | 1.1 | -0.7 | 2 | 0
CC1CN(C(=O)c2ccccc2Nc2ccc(SC(F)F)cc2)CC(C)O1 (stereo unspecified) | 8 | 0.3 | 5 | 3 | -21 | -0.7 | 0 | -0.7 | 1.2 | -3 | 4
COC(=O)C1CCN(CC(=O)Nc2sc3c(c2C#N)CCC3)CC1 | 17 | 1.2 | 11 | -9 | -2 | -2.5 | 3 | -1.8 | 1.3 | 5 | 8
COCc1ccc(C(=O)N2CCCCC2C(=O)Nc2ccc(-n3nc(C)cc3C)cc2)o1 (stereo unspecified) | 5 | 0.4 | -4 | -42 | 129 | 1.1 | 1 | 0.9 | 0.4 | 1 | 0
C/C(=N\NC(=O)c1ccncc1)c1ccc(N2CCOCC2)cc1 | -9 | 3.7 | 14 | 2 | -8 | -3.3 | -9 | 2.6 | 2.9 | -7 | -8
O=C(NCCOc1ccc(Cl)cc1)C(=O)NCC1CCCO1 (stereo unspecified) | 9 | 1.1 | 5 | 31 | 64 | -0.9 | -1 | 4.4 | 4.3 | -7 | -3
O=C(Cn1cnc2c(nnn2Cc2ccc(F)cc2)c1=O)N1CCCc2ccccc21 | -10 | 1.3 | 2 | -13 | -26 | -0.3 | -7 | 3.2 | -0.4 | 11 | -4
Additional structures follow.
SMILES | HTR5A inv ag | AddAB inh | OPRM1-OPRD1 inv | PfHsp90 yeast 2 | SUMO Mot1 rescue | MOR-DOR ag | PKA-R2B activ | Ecoli viability | phage Ecoli inh | Tat transport | PKA-R1A act
C=CCN1C(=O)[C@@H]2Cc3c([nH]c4ccccc34)C(c3cc(OC)c(OC)c(OC)c3)N2C1=S (stereo partly specified) | -8 | -0.9 | 3 | -3 | 3 | -0.7 | -4 | -2.2 | 6.0 | -6 | -18
O=C(O)c1ccc(Cl)c(S(=O)(=O)N2CCCCCC2)c1 | 8 | 1.4 | 9 | -2 | -10 | -1.5 | 3 | -1.2 | 1.2 | 2 | 2
CCN(CCn1cccn1)C(=O)c1cc(COc2cccc3cccnc23)on1 | 2 | 2.7 | 9 | 0 | 14 | -1.8 | -4 | 1.4 | 0.3 | -5 | -3
CC(C)=C(NC(=O)c1ccccc1)C(=O)Nc1ccc(C(=O)O)cc1 | 6 | -0.8 | 4 | -41 | 19 | -0.8 | 2 | 0.4 | 1.0 | -5 | 5
Nc1nnc(SCC(=O)Nc2ccc(S(=O)(=O)N3CCOCC3)cc2)s1 | -8 | 0.8 | 9 | 14 | -15 | -1.8 | 4 | 0.8 | nt | -2 | -8
Cc1ccc(-c2nc3c(c(=O)[nH]c(=O)n3Cc3ccccc3)n2Cc2ccccc2)o1 | 6 | nt | -15 | nt | nt | 2.8 | 4 | nt | 0.5 | 22 | -5
COc1ccc(CNC(=O)CC2Sc3ccccc3NC2=O)cc1 (stereo unspecified) | -7 | -0.4 | -5 | -11 | -10 | 0.9 | 3 | 0.7 | 1.7 | -3 | -1
CC(C)Cc1ccc(C2=CSC3=NCCN23)cc1 | 0 | 0.5 | -1 | 16 | 9 | 0.1 | 13 | -2.3 | 3.8 | 0 | -3
CC(=O)N1N=C(c2ccc3nccnc3c2)CC1c1ccccc1 (stereo unspecified) | -3 | 1.2 | 19 | 6 | -17 | -3.5 | 2 | -1.1 | 2.0 | -5 | -12
O=C(Nc1ccc(Cc2ccncc2)cc1)c1cc([N+](=O)[O-])ccc1N1CCOCC1 | 14 | 1.4 | -1 | -14 | 9 | 0.1 | 9 | 0.6 | 1.5 | -1 | -1
Cc1nsc(Nc2ccccc2)c1C#N | 21 | 3.9 | 5 | 2 | 1 | -0.9 | 0 | 0.9 | 2.0 | -3 | -6
Cc1c(CCOC(=O)c2ccccc2)sc[n+]1CC(=O)c1ccc(Br)cc1 | -17 | 5.1 | -288 | 8 | 4 | 36* | 7 | -0.8 | nt | 3 | -8
C=CCn1cc(/C=N/Nc2nc3ccccc3[nH]2)c2ccccc21 | -34 | -1.0 | -66 | 12 | 10 | 9.8 | -2 | -1.6 | 2.1 | -12 | 10
Cc1ccc2c(cnn2C(=O)CCCC(=O)NC(C)c2ccccc2)c1 (stereo unspecified) | -46 | 1.8 | 13 | 18 | 9 | -2.2 | -9 | 2.8 | 1.6 | 2 | 0
COc1ccc(NC(=O)c2ccc(OCC3CCCO3)cc2)cc1Cl (stereo unspecified) | -17 | nt | 6 | -5 | nt | -1.3 | -2 | nt | 6.6 | -2 | -3
COc1ccc(-n2nc(C(=O)NCc3ccco3)c3c4ccccc4n(C)c3c2=O)cc1 | 8 | 0.8 | 6 | nt | -15 | -0.8 | -17 | -0.6 | 2.9 | -3 | -1
O=C(Nc1nc2ccc(F)cc2s1)C1CCN(S(=O)(=O)c2cc([N+](=O)[O-])ccc2Cl)CC1 | -26 | -0.3 | -65 | -24 | -6 | 10 | 1 | -1.8 | 3.8 | 9 | -9
N#C/C(=C\c1ccc(-c2ccc(Br)cc2)o1)C(=O)NCCc1c[nH]c2ccccc12 | -9 | 2.2 | -9 | -36 | 368 | 1.2 | -17 | 1.2 | 3.1 | -7 | -16
Cc1cc(C)n(CC(=O)Nc2ccccc2)n1 | 7 | 2.6 | -4 | 19 | -6 | 0.6 | 8 | -0.5 | 3.1 | -10 | -8
COc1ccc(/C=N/NC(=O)c2cc(-c3ccccc3OC(C)C)nc3ccccc23)cc1CN1CCOCC1 | -6 | -1.0 | -1 | 18 | -13 | 0.2 | -10 | -0.9 | 4.3 | 1 | -7

Sorted by value in OPRM1-OPRD1 inv (ascending): some entries from above
Compound,AddAB inh,OPRM1-OPRD1 inv,PfHsp90 yeast 2,SUMO Mot1 rescue,MOR-DOR ag,PKA-R2B activ,phage Ecoli inh,Tat transport,PKA-R1A act
Cc1ccc(-c2nc3c(c(=O)[nH]c(=O)n3Cc3ccccc3)n2Cc2ccccc2)o1,nt,-15,nt,nt,2.8,4,0.5,22,-5
C=CCN1C(=O)[C@@H]2Cc3c([nH]c4ccccc34)C(c3cc(OC)c(OC)c(OC)c3)N2C1=S (stereo partly specified),-0.9,3,-3,3,-0.7,-4,6.0,-6,-18
Cc1nsc(Nc2ccccc2)c1C#N,3.9,5,2,1,-0.9,0,2.0,-3,-6

Some entries already given, reduced to SUMO Mot1 rescue, Ecoli viability and Tat transport:
SMILES | SUMO Mot1 rescue | Ecoli viability | Tat transport
CC(C)Cc1ccc(C2=CSC3=NCCN23)cc1 | 9 | -2.3 | 0
CC(=O)N1N=C(c2ccc3nccnc3c2)CC1c1ccccc1 (stereo unspecified) | -17 | -1.1 | -5
O=C(Nc1ccc(Cc2ccncc2)cc1)c1cc([N+](=O)[O-])ccc1N1CCOCC1 | 9 | 0.6 | -1
